From PubChem
LEDGF integ inh: blockers of LEDGF/p75-dependent integrase strand transfer – biochemical, TR-FRET, high throughput, primary screen | HIV-1 integrase (with human LEDGF/p75) | TR-FRET IN-LEDGF/p75 DNA integration, Eu/Cy5 | inhibition, % at 3.7 µM | 0.64% of 370,000 active;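 active = inhibition above the screen-wide mean plus 3 SD, cut at about 13% in these data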;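 also: signal is the Cy5 over europium emission ratio at 671 and 618 nm; 0% = plate median of compound wells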
mABHD4 FP: ABHD4 inhibitors, primary screen, biochemical, fluorescence polarization, mouse; (Lyso)-N-acylphosphatidylethanolamine lipase (Mus musculus), Q8VD66; inhibition, % at 8.92 µM; 0.54% of 370,000 active; purified mABHD4, FP-Rh probe fluorescence polarization;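 active = inhibition exceeding the mean over every tested compound plus 3 SD, cut at about 30% in these data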;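 also: 0% = plate median of compound wells and 100% = S159A mutant with DMSO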
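Material: mouse ABHD4 enzyme, wild type; Benchmarks: S159A mutant high control, sample median low control; Buffer or medium: HEPES pH 7.0, NaCl, Pluronic buffer; Signal: fluorescence polarization; Read-out: percent inhibition of probe binding, normalized to plate controls; Timing: pre-incubation 45 min, probe exposure 60 min, at 25 °C; Dosing: 8.92 µM, single dose.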
rCAG RNA binder: binders of r(CAG) RNA repeats, primary screen, biochemical, fluorescence; r(CAG) RNA repeat, TO-PRO-1 dye displacement fluorescence; inhibition, % at 3 µM; 1.3% of 370,000 active;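 active = inhibition above the plate cutoff, the mean of all test compounds on that plate plus 3 SD, cut at about 35% in these data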;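 also: 0% = DMSO alone and 100% = 100 µM mitoxantrone as full dye displacement; higher means more dye released from RNA so lower well fluorescence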
UHRF1 MBD2 ctr: UHRF1 methylated DNA binding inhibitors, primary screen, counter-screen for MBD2 inhibitor project, biochemical, TR-FRET, human UHRF1, single concentration; UHRF1 binding to methylated oligo; AID 687016, 2013; 0.75% of 370,000 active; E3 ubiquitin-protein ligase UHRF1 (Homo sapiens), Q96T88; inhibition, % at 4.4 µM; in the data active = inhibition above about 21%;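 also: UHRF1 SRA domain binding a hemimethylated CpG hairpin DNA probe; 0% = median of test compound wells and 100% = reference inhibitor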
PRMT1 inh: PRMT1 methyltransferase inhibitors, primary screen, biochemical, fluorescence polarization; Protein arginine N-methyltransferase 1 (Homo sapiens), Q99873; recombinant PRMT1, activity-based probe fluorescence polarization; inhibition, % at 2.79 µM; 1.3% of 370,000 active; AID 652257, 2013;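 active = inhibition above about 21% made by adding two undisclosed values, limit read from the data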
TCR CD3 inh: inhibitors of human TCR-CD3 interaction, primary screen, biochemical, fluorescence, TAMRA-labeled TCR probe | T-cell receptor (TCR) | inhibition, % at 9.4 µM | 0.37% of 360,000 active | AID 651800, 2012; in the data active = inhibition above about 19%;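 also: recombinant mutant TCR 2C K166C tagged with TAMRA read by polarization; 0% = receptor in buffer alone and 100% = receptor with positive control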
Rev-erbA mod: modulators of Rev-erb alpha DNA binding, primary screen, biochemical, FITC-DNA, fluorescence polarization, uHTS | Nuclear receptor subfamily 1 group D member 1 (Homo sapiens), P20393 | AID 1259318, 2017 | 0.79% of 370,000 active | Rev-erbα–FITC-DNA binding, 90 min | activity, % at 10 µM;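 active = activity above about 14%, limit read from the data; passing the limit was not always enough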;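 also: 0% = DMSO wells with 35 nM protein and 100% = DMSO wells with 750 nM protein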
HTRA1 inh: HTRA1 serine protease inhibitors, primary screen, biochemical, fluorescence polarization, HTS | inhibition, % at 5.96 µM | recombinant HTRA1, FP-rhodamine activity-based probe | 0.5% of 340,000 active; in the data active = inhibition above about 36%;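 also: 0% = enzyme with DMSO and 100% = wells lacking enzyme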
Target sequence (Q92743 whole entry, looked up): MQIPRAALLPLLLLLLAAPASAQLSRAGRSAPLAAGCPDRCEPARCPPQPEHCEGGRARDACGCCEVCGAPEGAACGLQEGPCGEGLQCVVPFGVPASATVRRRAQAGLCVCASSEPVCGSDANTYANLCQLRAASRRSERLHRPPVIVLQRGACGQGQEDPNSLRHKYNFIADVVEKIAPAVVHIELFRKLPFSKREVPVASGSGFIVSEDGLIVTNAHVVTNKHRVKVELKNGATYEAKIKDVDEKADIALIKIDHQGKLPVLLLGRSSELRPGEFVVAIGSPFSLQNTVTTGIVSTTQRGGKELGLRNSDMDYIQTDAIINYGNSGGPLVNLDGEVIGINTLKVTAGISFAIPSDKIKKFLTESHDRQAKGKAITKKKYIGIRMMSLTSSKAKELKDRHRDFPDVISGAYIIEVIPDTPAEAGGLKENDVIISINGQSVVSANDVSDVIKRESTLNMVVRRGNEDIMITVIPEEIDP
PG9 Ab binder: binders of HIV-1 gp120 antibody PG9, primary screen, biochemical, TR-FRET; TR-FRET gp120-PG9 antibody binding; inhibition, % at 6.7 µM; HIV-1 gp120 / PG9 antibody interaction; 0.43% of 360,000 active; in the data active = inhibition above about 8.5%
MBD2 inh: inhibitors of MBD2 binding to methylated DNA, primary screen, biochemical, TR-FRET, DNA-binding domain, human; inhibition, % at 4.4 µM; MBD2 binding to methylated oligonucleotide; 0.31% of 370,000 active; AID 686964, 2013; in the data active = inhibition above about 13%
Target sequence (Q9UBB5 whole entry, looked up, the tested form may be a part): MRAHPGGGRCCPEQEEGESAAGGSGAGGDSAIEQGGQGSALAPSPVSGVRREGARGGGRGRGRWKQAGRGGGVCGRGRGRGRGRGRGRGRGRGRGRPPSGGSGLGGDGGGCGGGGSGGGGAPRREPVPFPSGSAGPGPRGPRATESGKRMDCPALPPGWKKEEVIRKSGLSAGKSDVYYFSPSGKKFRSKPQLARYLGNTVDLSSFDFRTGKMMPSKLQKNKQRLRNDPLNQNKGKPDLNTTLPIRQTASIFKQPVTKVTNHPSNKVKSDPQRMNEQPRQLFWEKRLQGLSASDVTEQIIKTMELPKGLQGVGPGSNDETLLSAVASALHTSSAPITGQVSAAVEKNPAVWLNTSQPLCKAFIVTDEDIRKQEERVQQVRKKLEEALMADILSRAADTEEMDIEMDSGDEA
Active calls of the source: *; · = not tested or not shown; & = joins results of further samples. Some of the compounds tested; the hit share may differ from the screen's.

SMILES	LEDGF integ inh	mABHD4 FP	rCAG RNA binder	UHRF1 MBD2 ctr	PRMT1 inh	TCR CD3 inh	Rev-erbA mod	HTRA1 inh	PG9 Ab binder	MBD2 inh
C=CCC1CCCC(=O)N2CCCC12 (stereo not drawn)	1	2	3	0	-8	8	0	3	-0.2	-8
CN1CCCCC(NC(=O)c2ccc(C#N)cc2)C1=O (stereo not drawn)	-1	-9	1	-1	-1	3	-5	·	-1.2	-4
Cc1ccc(NC2=Nc3ccccc3N3C2=Nc2c(c(C)nn2-c2ccccc2)C3c2ccc(O)c(O)c2)cc1 (stereo not drawn)	-4	-23	57*	-3	1	0	10	37*	2.8	4
O=C(COc1ccccc1)N/N=C/c1ccc([N+](=O)[O-])o1	-2	16	7	0	6	4	1	6	-0.5	-1
COc1ccc(CCn2c(=O)c3cccnc3n(Cc3ccc([N+](=O)[O-])cc3)c2=O)cc1OC	1	-3	2	-2	-4	-2	-3	6	0.4	3
COC(=O)c1ccccc1NC(=O)Cn1nnc(-c2ccc(OC)cc2)n1	2	-7	-1	1	0	1	2	-8	-1.4	-2
CCN(CC(=O)NC(C)C)C(=O)Cc1ccc(C)c(C)c1	0	-4	1	-2	-2	-1	1	0	0.6	-4
CCOC(=O)CNC(=O)c1c2c(nc3ccccc13)CCCC2	-1	6	2	-3	-1	4	-1	-7	-1.6	-7
COc1ccc(OC)c(NC(=O)C(C)N2c3cccc4cccc(c34)S2(=O)=O)c1 (stereo not drawn)	30*	-8	9	3	-5	-4	14	-12	-0.5	-6
CN(Cc1ccccc1)C(=O)c1cccc(NC(=O)Cc2ccc(NC(=O)C3CCCN(C(=O)C4CCC4)C3)cc2)c1 (stereo not drawn)	8	2	2	-2	-4	4	1	-2	-0.5	-9
O=C(O)C(c1ccccc1)C1(O)CC2CCC1C2 (stereo not drawn)	1	1	0	-1	-2	2	9	2	-0.2	-5
COC(=O)c1sccc1NC(=O)CSc1cc(Cl)ccc1Cl	2	-12	3	0	3	9	-1	-22	-1.5	-1
O=C(NCCCn1ccnc1)Nc1cccc(Cl)c1	2	-3	0	-1	1	-1	0	5	-1.9	-1
COC(=O)c1cc(OCC(=O)NC2CCCc3ccccc32)cc(C(=O)OC)c1 (stereo not drawn)	-6	2	-6	1	0	-3	-1	-2	-0.5	1
COc1cc(C(C[N+](=O)[O-])c2c(C)[nH]c3ccccc23)cc(OC)c1OC (stereo not drawn)	-3	-2	0	0	0	-1	4	-1	-1.9	0
COc1ccc(/C=N\NC(=O)c2c(C)nc3ccc(Br)cn23)cc1	-3	25	1	-6	0	6	3	1	0.1	-4
COCCNC(=O)C1(C)CCCN(C(=O)Cc2ccc3ccccc3c2)C1 (stereo not drawn)	0	9	2	-2	-4	0	5	·	-0.7	-3
Cc1[nH]c2ccc(-c3nnc(SCC(=O)c4ccccc4F)o3)cc2c1C	-4	-8	13	-2	-1	-1	2	-26	-1.2	0
COC(=O)c1scc(C)c1NC(=O)Cc1ccccc1	1	0	-3	1	2	-3	-3	-3	-0.5	-3
Cc1ccc(N(CC(=O)NC2CCCCC2)C(=O)CNC(=O)c2ccco2)cc1F	-2	-5	-9	3	4	-5	-3	-2	-1.4	-4
Cc1ccc(NC(=O)c2ccccc2)cc1OC(=O)c1ccccc1	-1	-5	-3	3	1	7	-2	-62	-0.1	2
COc1ccc(NC(=O)C(NS(=O)(=O)c2ccc3c(c2)CCCN3C(C)=O)C(C)C)c(OC)c1 (stereo not drawn)	0	0	-1	13	-1	9	-2	10	-2.7	4
Cn1/c(=N/NC(=O)c2ccccc2F)sc2ccccc21	4	-3	-3	2	1	4	10	3	-1.5	2
COC(=O)[C@H](Cc1ccccc1)NC(=O)N1CCN(c2ccccc2)CC1	2	5	-7	0	3	3	0	1	-0.3	-3
CC(C(=O)NC1CCCC1)N(C(=O)c1ccc(-c2ccccc2)[nH]1)c1ccccc1F (stereo not drawn)	-4	4	-5	3	0	-7	4	-21	2.4	-3
Next part
SMILES	LEDGF integ inh	mABHD4 FP	rCAG RNA binder	UHRF1 MBD2 ctr	PRMT1 inh	TCR CD3 inh	Rev-erbA mod	HTRA1 inh	PG9 Ab binder	MBD2 inh
O=C(NCC1CC1)c1onc(CSc2ccccc2)c1C(=O)NCC1CC1	-1	-2	-6	1	0	7	-8	-6	0.5	-1
Cc1cccc(NC(=O)c2cc(N3C(=O)CCC3=O)ccc2Cl)n1	0	3	-3	2	1	-3	5	2	0.9	4
O=C(c1ccccc1)N1CCN(Cc2ccccc2Br)CC1	0	8	-3	1	2	-4	0	2	0.6	1
CCN1C(=NCCOC)N[C@@H](c2cccs2)C(C(=O)OC)=C1C	1	3	-3	0	-1	0	-1	-6	-1.0	5
CC1=C(C(=O)OC(C)C)C(c2cccnc2)C2=C(CCCC2=O)N1 (stereo not drawn)	1	1	-4	91*	-2	3	-1	1	0.4	-1
CC(C)(C)c1cnnn1-c1ccc(C=O)cc1	-3	-2	-3	4	-1	-4	-3	-2	-0.7	4
Cc1cccc(Cn2c(CN3CCN(Cc4ccccc4)CC3)nc3c2c(=O)[nH]c(=O)n3C)c1	-3	-2	0	0	-4	2	-5	-1	-1.4	3
CCc1ccccc1N(CC(=O)NC1CCCCC1)C(=O)CNC(=O)c1ccco1	1	1	0	-2	4	0	-3	-2	2.0	-3
Cc1cc(-c2ccccc2)nc(N(C)NC(=O)c2cccc(C(F)(F)F)c2)c1S(C)(=O)=O	-1	0	2	2	1	3	2	2	-0.8	0
Cc1cccc(N2CCN(C(=S)c3ccc4c(c3)OCO4)CC2)c1	6	-7	1	3	19	1	-3	-2	-0.3	0
Cc1cccc(-n2nnnc2SCC(=O)N(CC(C)C)c2c(N)n(CC(C)C)c(=O)[nH]c2=O)c1	7&-2	-4&-1	-1&2	3&2	-2&5	-7	-2&-2	1	1.2	-1&-1
CC1Cc2ccccc2N1C(=O)COC(=O)Cn1cnc2ccccc2c1=O (stereo not drawn)	-1	1	-1	0	0	-1	0	-5	2.1	-7
CCOC(=O)N1CCN(c2ccc(C(C)=O)cc2F)CC1	-3	-9	-8	6	-1	9	-6	2	0.9	1
COc1ccc(C(C)=O)cc1CN1C(=O)C(Cc2ccccc2)ON=C1c1ncccc1C (stereo not drawn)	-1	-5	-2	1	3	0	-4	·	-0.1	1
CCNc1oc(/C=C/c2ccc(OCC)cc2)nc1C#N	-3	6	-2	2	1	-9	-7	6	-0.6	3
CCOC(=O)N1CCN(C(=O)C[C@H]2C[C@@]3(C(=O)OC)C(=C[C@H](C4CCCC4)O[C@@H]3C)N(CCC3=CCCCC3)C2=O)CC1	-2	-3	4	1	4	·	3	·	·	4
CCOC(=O)N1CCN(c2nc(-c3ccco3)cc(C(F)(F)F)n2)CC1	-1	3	0	-3	2	-4	10	-3	0.3	4
O=C(O)c1ccc2c(c1)C(=O)N(N1C(=O)c3ccccc3C1=O)C2=O	-4	-3	1	4	0	5	-1	-3	-0.1	-1
COc1ccc(-c2cc(C(=O)N(C)CC(=O)Nc3ccccc3Cl)c3ccccc3n2)cc1OC	1	-9	3	-4	-3	6	0	-11	-0.8	-2
c1ccc(CNc2ccc(CNc3ncn[nH]3)cc2)cc1	-2	7	5	2	2	11	0	-1	-1.6	-3
CN(C)CCNC(=O)c1cccc(NS(=O)(=O)c2ccc(Cl)c(Cl)c2)c1	-2	-6	3	-2	1	3	0	-2	-0.4	1
Cc1nc2nc(C)c(NS(=O)(=O)c3cccs3)c(=O)n2[nH]1	2	1	1	0	-3	2	-4	2	-1.0	0
Nc1nc(-c2ccc(-c3ccccc3)cc2)cs1	5	8	5	0	-2	-2	-2	-9	0.8	-2
CN(Cc1nc2ccccc2c(=O)[nH]1)c1ccccc1	-3	7	5	1	0	-2	-4	-6	-0.5	5
COC(=O)Cc1c(C(=O)OC)nnn1-c1ccc(OC(F)(F)F)cc1	-2	0	-2	0	-1	12	-2	2	-1.2	2

Quoted at random: 3 compounds from above.
SMILES	LEDGF integ inh	mABHD4 FP	rCAG RNA binder	UHRF1 MBD2 ctr	PRMT1 inh	TCR CD3 inh	Rev-erbA mod	HTRA1 inh	PG9 Ab binder	MBD2 inh
CN(C)CCNC(=O)c1cccc(NS(=O)(=O)c2ccc(Cl)c(Cl)c2)c1	-2	-6	3	-2	1	3	0	-2	-0.4	1
COc1ccc(C(C)=O)cc1CN1C(=O)C(Cc2ccccc2)ON=C1c1ncccc1C (stereo not drawn)	-1	-5	-2	1	3	0	-4	·	-0.1	1
COC(=O)Cc1c(C(=O)OC)nnn1-c1ccc(OC(F)(F)F)cc1	-2	0	-2	0	-1	12	-2	2	-1.2	2

Going on with the list.
SMILES	LEDGF integ inh	mABHD4 FP	rCAG RNA binder	UHRF1 MBD2 ctr	PRMT1 inh	TCR CD3 inh	Rev-erbA mod	HTRA1 inh	PG9 Ab binder	MBD2 inh
COc1ccc(C(=O)NCC(=O)N2CCC(C)CC2)cc1OC	0	3	1	2	1	-5	-2	1	1.1	-1
CC(C)(C)OC(=O)NCCCCCc1nnc(SCc2cccc(F)c2)o1	1	-3	-12	-1	-3	-1	-3	-3	0.1	3
COc1ccccc1N1CCN(C(=O)CSc2ncccc2-c2nc3ccccc3[nH]2)CC1	-2	3	2	-1	2	-11	-2	-7	0.6	-1
COc1cc(/C=C/C(=O)OCC(=O)NC2CC2)cc(OC)c1OC	-7	9	3	0	1	0	-6	-3	1.0	-5
COc1ccc(OC)c(/C=N/NC(=O)CSc2nnc(C)n2-c2ccccc2)c1	-3	4	-10	-1	1	7	-4	-6	-1.5	1
CC(=O)Oc1ccc(C(=O)Nc2ccccc2C(=O)N2CCCC2)cc1	-86	-12	0	1	-9	3	0	-1	-0.6	0
O=C(NC(=S)Nc1ccc(S(=O)(=O)Nc2nccs2)cc1)c1ccc(F)cc1	-7	-6	53*	2	2	-8	-1	0	-0.9	5
O=C(Cc1cccs1)N/N=C/C=C\c1ccccc1[N+](=O)[O-]	6	-6	4	3	0	-5	2	·	-3.0	3
CC1(C(=O)NCc2ccc(Cl)cc2)CCN1C(=O)Cc1cccs1 (stereo not drawn)	3	-5	1	4	-1	-3	1	·	0.3	1
O=c1cc(N2CCCCC2)[nH]c(=O)n1C1CCCCC1	0	6	1	-1	2	1	-1	6	-7.1	-2
CC(=O)Nc1ccc(NC(=O)C2CC(=O)Nc3ncnn32)cc1 (stereo not drawn)	0	-5	0	-3	-3	5	-1	7	-1.7	5
Cn1c(N)c(N=O)c(=O)n(C)c1=O	4	0	-1	-5	-9	6	3	1	0.0	-5
COCCNc1nc(Nc2ccc(C#N)cc2)c2sccc2n1	-4	-1	-1	0	2	-3	5	·	1.6	-4
CCCS(=O)(=O)N1CCCC(C(=O)NCCCN(C)Cc2ccccc2)C1 (stereo not drawn)	-6	-7	0	9	-5	-9	3	6	-0.1	-6
O=C(Nc1cc2c3c(c1)CC(=O)N3CCC2)c1c(F)cccc1F	-7	-1	-1	10	0	-3	1	5	0.4	1
COc1cccc(CNC(=O)c2cc3oc4ccccc4c3n2C)c1OC	1	2	0	6	-1	-3	-1	-8	-0.6	3
